High-throughput results as filed in PubChem BioAssay.
ROC1-CUL1 inh = human ROC1-CUL1 E3 ligase inhibition. P62877+Q13616. in vitro K48 di-Ub FRET, acceptor:donor ratio, 45 min. inhibition, % at 10 µM. hit rate 0.6% among 140,000. AID 1347404; in the data active = inhibition above about 25%
Target sequence (P62877 whole entry, looked up): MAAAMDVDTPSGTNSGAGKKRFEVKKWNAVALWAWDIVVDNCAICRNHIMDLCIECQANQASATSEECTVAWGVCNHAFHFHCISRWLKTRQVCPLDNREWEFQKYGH
Target sequence (Q13616 whole entry, looked up): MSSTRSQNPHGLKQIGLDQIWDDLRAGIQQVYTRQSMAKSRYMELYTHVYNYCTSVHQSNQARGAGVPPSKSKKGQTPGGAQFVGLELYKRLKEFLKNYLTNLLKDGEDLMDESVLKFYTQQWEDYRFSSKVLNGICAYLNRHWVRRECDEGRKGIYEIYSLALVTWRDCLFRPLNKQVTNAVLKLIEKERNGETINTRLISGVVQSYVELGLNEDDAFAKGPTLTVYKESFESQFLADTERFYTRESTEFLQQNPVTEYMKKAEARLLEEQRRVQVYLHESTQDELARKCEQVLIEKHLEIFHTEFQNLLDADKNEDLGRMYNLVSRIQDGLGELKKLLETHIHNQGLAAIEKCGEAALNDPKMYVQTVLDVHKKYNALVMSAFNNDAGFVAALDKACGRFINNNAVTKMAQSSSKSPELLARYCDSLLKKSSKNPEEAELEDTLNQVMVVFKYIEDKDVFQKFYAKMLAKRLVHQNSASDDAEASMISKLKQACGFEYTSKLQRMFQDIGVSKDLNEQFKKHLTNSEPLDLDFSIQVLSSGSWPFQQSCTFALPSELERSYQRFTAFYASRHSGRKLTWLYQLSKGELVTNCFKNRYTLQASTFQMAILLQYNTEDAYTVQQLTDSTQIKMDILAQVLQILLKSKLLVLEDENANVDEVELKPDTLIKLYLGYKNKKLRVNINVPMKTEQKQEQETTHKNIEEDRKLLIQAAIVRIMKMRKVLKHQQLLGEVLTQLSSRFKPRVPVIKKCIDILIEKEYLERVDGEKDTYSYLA
* hit, by the source's call. Some of the compounds tested; count on the stated rates, not on these rows.

ROC1-CUL1 inh	Compound
-2	Cc1ccc(CNCCNCC(C)O)cc1 (stereo not given)
-17	O=C(CCCc1ccccc1)NCCc1ccccc1
3	CC(C)c1ccc(OCc2nnc(SCC(=O)Nc3ccccc3Cl)o2)cc1
-13	Cc1ncc2c(c1-c1noc(-c3cc(F)ccc3Cl)n1)CCNC2
0	CCc1nnc(SCc2c(F)cccc2Cl)c2cc3sccc3n12
-14	Nc1ccc2oc(Cc3ccc(Cl)cc3)nc2c1
-11	CCN1C(=O)N=C(Cc2ccc(O)c(OC)c2)C1=O
7	COCCCN1C(=O)CC(CC(=O)NCc2cnn(-c3ccccc3)n2)(c2ccccc2C)C1=O (stereo not given)
0	CCCCc1nc2cc(C(=O)N3CCN(C)C(c4ccccc4)C3)ccc2o1 (stereo not given)
-6	COc1ccccc1-c1cc2ccccc2[nH]1
1	O=C(N/N=C\c1ccc(S(=O)(=O)O)o1)c1cncc(Br)c1
0	NC(=O)Nn1c(CCC(=O)O)ccc1-c1cccs1
9	O=C(COC(=O)C(NC(=O)C(F)(F)F)c1ccccc1)c1ccccc1 (stereo not given)
10	COc1cc(C(=O)NCC2OCCc3ccccc32)cc(OC)c1OC (stereo not given)
9	CCCCNC(=O)C1CCN(S(=O)(=O)N(C)C)CC1
-9	Cc1cccc(CCNC(=O)c2cc(S(=O)(=O)N3CCCCC3)c[nH]2)c1
-10	Cc1ccc2oc(=O)c(-c3ccccc3)c(-c3cnn(-c4ccccc4)c3)c2c1
5	CCCCNS(=O)(=O)c1cccc(C(=O)N2CCCC2)c1
3	CCn1cc(C(=O)NCc2ccccc2OC)c(=O)c2cc(S(=O)(=O)N3CCCCCC3)ccc21
2	O=C(CCN1CCCCC1)NCC1COc2ccccc2O1 (stereo not given)

Among those listed so far, 3 contain fluorine.
ROC1-CUL1 inh	Compound
-13	Cc1ncc2c(c1-c1noc(-c3cc(F)ccc3Cl)n1)CCNC2
0	CCc1nnc(SCc2c(F)cccc2Cl)c2cc3sccc3n12
9	O=C(COC(=O)C(NC(=O)C(F)(F)F)c1ccccc1)c1ccccc1 (stereo not given)

Further records
ROC1-CUL1 inh	Compound
-3	O=C(CC(c1cccs1)N1Cc2ccccc2C1=O)Nc1ccc(Cl)cc1 (stereo not given)
3	CC(C)(C)c1nc(N)sc1Br
6	CCn1c(COc2cccc(C)c2)nnc1SCC(=O)Nc1c(C)cc(C)cc1C
0	COc1ccc(CC(=O)NC(=S)Nc2ccc(S(=O)(=O)Nc3ccc(C)c(C)c3)cc2)cc1
3	O=C1CCC/C(=N\N2CCCc3ccccc32)C1
-8	Cc1ccc(/C=C2\CCSc3ccccc3C2=O)cc1
-3	CC(C)(C)C(=O)NC(NC(=O)C(C)(C)C)c1ccc(Cl)cc1
3	COc1ccc(-n2c(C)c(C(=O)O)c3cc(OC)c4ccccc4c32)cc1
4	Cc1ccccc1/C(=C/C1=NCCN1)c1ccccc1
4	COc1ccc(-c2c(C)c3ccc(O)c(CN4CCOCC4)c3oc2=O)cc1
-3	O=C(c1ccccc1)c1ccc2n[nH]nc2c1
0	Cc1c(Cc2ccccc2)sc(NC(=S)NC(=O)c2ccc(Br)o2)c1C(N)=O
9	O=C(NCC1CCCN(Cc2ccc3ccccc3n2)C1)c1ccc2c(c1)OCO2 (stereo not given)
0	O=c1oc2ccccc2cc1-c1nc(-c2ccc(C3CCCCC3)cc2)cs1
1	Cc1ccc(NC(=O)Cn2c(-c3nonc3N)nc3ccccc32)c(Br)c1
0	Cc1cc(C)c2oc(-c3ccc(Cl)c(NC(=O)c4cccs4)c3)nc2c1
-2	O=[N+]([O-])c1cc2ccc3ccc(c1)n32
-4	OCCOc1nc(OCCO)nc(OCCO)n1
9	Cc1ccc(N2C(=O)c3ccccc3NC2c2ccc(OCc3ccccc3)cc2)cc1 (stereo not given)
1	O=C(NCc1ccccc1F)C1CCCN(C2CCN(C(=O)C3CC3)CC2)C1 (stereo not given)

Given tab-delimited: 5 of the compounds above
Structure	ROC1-CUL1 inh
Cc1cc(C)c2oc(-c3ccc(Cl)c(NC(=O)c4cccs4)c3)nc2c1	0
O=[N+]([O-])c1cc2ccc3ccc(c1)n32	-2
OCCOc1nc(OCCO)nc(OCCO)n1	-4
Cc1ccc(N2C(=O)c3ccccc3NC2c2ccc(OCc3ccccc3)cc2)cc1 (stereo not given)	9
O=C(NCc1ccccc1F)C1CCCN(C2CCN(C(=O)C3CC3)CC2)C1 (stereo not given)	1

An excerpt of these results, with bars between the fields.
SMILES | ROC1-CUL1 inh
O=[N+]([O-])c1cc2ccc3ccc(c1)n32 | -2
O=C(NCC1CCCN(Cc2ccc3ccccc3n2)C1)c1ccc2c(c1)OCO2 (stereo not given) | 9

The results go on.
ROC1-CUL1 inh	Compound
4	CC1(C)Cc2ccccc2C(CC2=NC(C)(C)Cc3ccccc32)=N1
-8	Cc1nc(CCC(=O)N2CCC3(CCCN(CCCc4ccccc4)C3)C2)n[nH]1 (stereo not given)
-4	COc1cccc(/C=C2/CCCC3=C2OC(=N)C(C#N)C3c2cccc(OC)c2OC)c1OC (stereo not given)
-6	CC(C)(C)c1ccc(S(=O)(=O)Nc2ccc(Cl)c(Cl)c2)cc1
9	COc1cc(/C(C#N)=C/c2ccccc2)c([N+](=O)[O-])cc1OC
-12	Cc1ccc(C(=O)Nc2ccc(C3(c4ccc(NC(=O)c5ccc(C)cc5)cc4)c4ccccc4-c4ccccc43)cc2)cc1
-7	CCc1cccc2c1=NC(=O)C=2c1sc(Nc2cccc(Cl)c2)nc1O
7	COc1ccc(C2(O)C(C)CCCC2C)cc1 (stereo not given)
1	CC(C)OCC(=O)N1CCCC1c1ccc(C(=O)N2CCCOCC2)s1 (stereo not given)
5	Cc1ccc(NC(=O)c2nc(S(=O)(=O)Cc3ccc(F)cc3)ncc2Cl)cc1C
2	CCc1noc(C)c1C(=O)NCCC(C)C
-10	COc1ccc(C2(CNC(=O)COc3ccccc3)CCOCC2)cc1
-13	CC(=O)Nc1ccc(S(=O)(=O)N2CCN(c3ccc([N+](=O)[O-])c(-n4nc(C)cc4C)c3)CC2)cc1
-3	COc1cc(OC)cc(C(=O)N2CCN(Cc3ccc([N+](=O)[O-])cc3)CC2)c1
7	CC(=O)c1cccc(Nc2nc(-c3ccccn3)cs2)c1
-1	COCCN1CCCC2(CCN(Cc3nc4c(s3)CCCC4)C2)C1 (stereo not given)
6	Cc1ccc(-c2c(C(=O)O)nnn2-c2nonc2N)cc1
4	CN(C)CCN(CC1CCCN(Cc2ccccc2F)C1)C(=O)C1(C(N)=O)CC1 (stereo not given)
3	Cc1c(C)n(CC(O)CN2CCCCC2)c2ccccc12 (stereo not given)
1	COc1ccc2nc(N(Cc3cccnc3)C(=O)CCc3ccccc3)sc2c1
0	Cc1c(Cl)cccc1NC(=O)N1CCC(CN2CCCC2)CC1
6	COCC(C)NC(=O)NC(=O)C(F)(F)F (stereo not given)
3	Cc1noc(C)c1CCC(=O)NC1CC(=O)N(CCc2ccc(F)cc2)C1 (stereo not given)
0	COc1cc(C2Oc3cc(OCc4ccccc4)ccc3C(=O)C2=O)cc(OC)c1OC (stereo not given)
3	O=C(c1cccc(-n2cnnc2)c1)N1CCOC(CCc2ccccc2)C1 (stereo not given)
9	Cc1ccc(CNc2nc3ccccc3n3c(C)nnc23)cc1
8	O=C(Nc1ncccn1)c1ccc(C(F)(F)F)cc1
3	COc1ccc(NC(=O)CSc2nc(-c3ccc(C)cc3)cc(C(F)(F)F)c2C#N)cc1
3	Cc1cccc(NC(=O)C2CC(=O)NC(=N)S2)c1 (stereo not given)
4	Cc1ccccc1-c1nnc(NC(=O)NCc2nnc3n2CCCC3)s1
-2	CCc1ccc(NC(=O)CC2C(=O)NCCN2C(=O)c2ccccc2OC)cc1 (stereo not given)
2	COc1ccc(C(Nc2cc(C)ccn2)c2ccc3cccnc3c2O)c(OC)c1OC (stereo not given)
10	CCOc1ccc(C2CC(=O)Nc3cc4c(cc32)OCO4)cc1 (stereo not given)
9	Cc1ccc2nc(-c3ccc(N4C(=O)CC(N5CCCC(CO)C5)C4=O)cc3)sc2c1 (stereo not given)
-2	O=C(CSc1cn(CC(=O)N2CCCCC2)c2ccccc12)Nc1ccc(C(F)(F)F)cc1
-6	O=C(NCc1cccnc1)c1cc(COc2ccc(F)cc2F)on1
0	CC1=NC(=S)NC(c2ccc(C)cc2)C1C(=O)Nc1ccc(Cl)cc1 (stereo not given)
-1	COc1ccc(OC)c(CNC(=O)c2ccc3c(c2)c(C)c(C)n3C)c1
-5	CCN1C(=O)c2ccc(C(=O)NCc3ccco3)cc2C1=O
-10	C=CCNCCCOc1ccccc1C(C)(C)C

Reprinted from the listing, three compounds:
ROC1-CUL1 inh	Compound
-1	COc1ccc(OC)c(CNC(=O)c2ccc3c(c2)c(C)c(C)n3C)c1
-5	CCN1C(=O)c2ccc(C(=O)NCc3ccco3)cc2C1=O
-10	C=CCNCCCOc1ccccc1C(C)(C)C

Remaining list, next part:
ROC1-CUL1 inh	Compound
-8	Nc1nc(-c2ccccc2)nn1C(=O)c1ccc(Cl)cc1
5	CCCCNC(=O)Nc1cccnc1Cl
-1	COc1ccc(-c2nc(SCC(=O)c3ccc(OC)c(Br)c3)n[nH]2)cc1
-3	COc1ccc(CCNC(=O)CN2C(=O)COc3ccc(S(=O)(=O)N4CCCC4)cc32)c(OC)c1
4	Cc1ccccc1C(=O)Nc1c(S(=O)(=O)O)ccc2ccccc12
-4	CCCCCCCC(=O)NN1CCOCC1
-9	CCOC(=O)C1CCN(c2cc3c(cc2NC(=O)c2ccc(Cl)cc2)n(C)c(=O)n3C)CC1
7	CN1C(=O)NC(c2ccc(Br)cc2)C2=C1CCCC2=O (stereo not given)
5	CCNC(=O)C1CCN(S(=O)(=O)c2ccc3c(c2)CCCN3C(C)=O)CC1
-4	O=C(N1CCc2[nH]ncc2C1)C1(N2CCCCC2)Cc2ccccc2C1
-2	COc1ccc(OCc2nnc(SCC(=O)Nc3cccc(Cl)c3C)n2C)cc1
-4	Cc1cc(C(=O)CN2CCC(C)CC2)c(C)n1-c1ccc(-c2ccccc2)cc1
3	CCOC(=O)c1ccc(NC(=O)c2cn(-c3ccccc3)nc2-c2ccc(OC)c(OC)c2)cc1
3	Cc1cccc(N2C(=O)CC(Sc3nnc(Nc4ccccc4)s3)C2=O)c1 (stereo not given)
4	Cc1noc(C)c1C1(O)CCCCCCCCC1
6	COc1ccc(-c2c(C#N)c(SCC(=O)Nc3ccc(Br)cc3)nc(C)c2C(=O)Nc2ccccc2)cc1
-3	CC(=O)c1cnc(N2CCN(c3ccccc3)CC2)nc1C
-1	COc1ccc(OC)c(NC(=O)c2ccc(C(=O)Nc3cc(OC)ccc3OC)cc2)c1
5	CC(Oc1ccccc1F)C(=O)N1CCN(C(c2ccccc2)c2ccccc2)CC1 (stereo not given)
6	CCOc1cc(/C=N/NC(=O)c2ccncc2)ccc1OS(C)(=O)=O
-5	Cc1cccnc1-c1cccc2c1OC(CNC(=O)CCC(C)C)C2 (stereo not given)
5	Cc1nnc2sc(-c3cccc4ccccc34)nn12
5	Cc1cccnc1CCNc1nc2nonc2nc1NCc1cccs1
6	O=C(O)C(Cc1cccc2ccccc12)(CC1CCCO1)C(=O)O (stereo not given)
15	NCCc1cc(NCc2n[nH]c(=O)c3ccccc23)ncn1
-3	O=C(NCc1ccc(F)cc1)c1ccc2c(c1)NC(=O)C(S(=O)(=O)c1ccccc1)C2=O (stereo not given)
-3	Cc1ccc(-c2cc(C(F)F)n3ncc(C(=O)Nc4cc(OCC(F)(F)F)cc([N+](=O)[O-])c4)c3n2)cc1
-4	CCN(c1ccccc1)S(=O)(=O)c1ccc(NC(=O)c2nc(SC)ncc2Cl)cc1
16	CCOc1cc(C2C(C(=O)c3ccccc3)C(=O)C(=O)N2c2ccc(C)c(Br)c2)ccc1O (stereo not given)
-5	Cc1nn(C)c2c1C(c1ccccc1Cl)C(C#N)C(=N)O2 (stereo not given)
-2	O=C(Nc1ccc(Oc2ccc(Cl)cc2Cl)cc1)c1ccccc1F
7	CC(C)(C)OCC(O)CN1CCN(c2ccc(F)cc2)CC1 (stereo not given)
-4	CCc1ccc(N2CC(C)Cn3c2nc2c3c(=O)n(CC(=O)O)c(=O)n2C)cc1 (stereo not given)
3	O=C(NCCc1ccco1)c1cc(Cn2ccc3ccccc32)[nH]n1
-1	Cc1ccc(CN2CCN(CC(=O)NCc3ccccc3Cl)C2=O)cc1
0	CCOC(=O)c1ccc(NC(=O)C2CCN(S(=O)(=O)Cc3ccccc3)CC2)cc1
2	O=C(NCCN1Cc2ccccc2OC(c2ccccc2F)C1)c1ccncc1 (stereo not given)
3	COc1cccc(CNc2sc3c(c2C(=O)Nc2ccc(OC)cc2OC)CCC3)c1
8	O=C(CC1=NCCN1)c1ccccc1
0	CC(=O)N1CCC(c2nc(-c3c(C)ncc4c3CCNC4)no2)CC1
-5	O=C(COC(=O)c1ccc(C(=O)c2ccc([N+](=O)[O-])cc2)cc1)c1ccccc1
-5	O=C1CCCN1CP(=O)(O)CN1CCOCC1
-3	Oc1ccc(/C=C/c2nc(-c3ccccc3O)n[nH]2)cc1
-1	CCOC(=O)c1c(NC(C)=O)c2c3c(sc2n1Cc1nc(-c2cccc(C)c2)oc1C)CCCC3
-7	CCCCNC(=O)CCC(=O)NNc1nc2ccccc2c2nc(C)nn12
5	CN1CCN([C@@H]2CCN(C(=O)CCc3ccccc3F)C[C@H]2O)CC1
-1	O[C@H]1CN(CCCn2cccn2)C[C@@H]1N1CCN(c2ccccn2)CC1
-4	O=C(Nc1cccnc1)c1cccc(Cl)c1
-1	COC(=O)CC(=O)CSc1nc2cc(C(=O)NCC(C)C)ccc2c(=O)n1CCc1ccccc1
8	CN(Cc1ccccc1)S(=O)(=O)Cc1ccc(F)cc1
-6	C(=C\c1ccccc1)/CN1CCNCC1
3	CCOc1ccc(NC(=O)Cn2c(=O)n(Cc3ccc(C(=O)NCc4ccc(C)cc4)cc3)c(=O)c3ccccc32)cc1
5	Cc1oc2ccccc2c1CC(N)=O
1	O=C(Nc1nnc(S(=O)(=O)N2CCCCCC2)s1)c1cccc(Br)c1
-3	Cc1ccc(Cl)cc1NC(=O)c1ccc2nc(CCc3ccccc3)oc2c1
-3	CN(Cc1ccc2ccccc2n1)C(=O)c1ccc(N2CCC[C@H]2CO)nc1
